ERG Ets-DNA blk = ERG Ets/DNA interaction inhibition; fluorescence polarization, His-ERG Ets domain / labelled DNA; 0.028% of 370,000 active; Potency, µM (doses to about 76.9 µM), for the others: at the top dose FP activity, negative = inhibition, most hits filed as inhibitors; active = well fitted inhibition curve with a large enough effect in the polarisation, with a control signal flat; inconclusive = small, poorly fitted or top-dose-only effect, or effect the other way, or a change in a side signal; inactive = no such curve, though single readings can be large or run the other way; the % refers to the polarisation;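 note: polarization taken with two DNA probes labelled with fluorescein and Texas red; potency is the fitted concentration of half-maximal effect; % of control where 0% means no effect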
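His-tagged ERG Ets domain (1 uM in the protein solution; 300mM KCl, 50mM Tris-HCl, 1mM EDTA, 1mM DTT, pH 7.5) received compound, then a probe mix of 5 nM fluorescein-DNA and 100nM Texas-615-DNA. Fluorescence polarization was read for both dyes.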
Vif-A3G inh = inhibitors of Vif-APOBEC3G interaction; Potency, µM (series often up to 46.1 µM), for the others: at the highest dose activity, negative = active, most hits filed as inhibitors; HeLa A3G-eYFP + Vif (tagged APOBEC3G with the HIV-1 protein that degrades it), YFP fluorescence, overnight; 0.076% of 410,000 active;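 note: potency is the fitted concentration of half-maximal effect; % is set by controls: 0 for no effect and ±100 for the full control effect; nearly all actives have a fitted effect of over 60% in size; hits raise eYFP signal because A3G escapes Vif-driven loss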
Target sequence (Q9HC16 whole entry, looked up): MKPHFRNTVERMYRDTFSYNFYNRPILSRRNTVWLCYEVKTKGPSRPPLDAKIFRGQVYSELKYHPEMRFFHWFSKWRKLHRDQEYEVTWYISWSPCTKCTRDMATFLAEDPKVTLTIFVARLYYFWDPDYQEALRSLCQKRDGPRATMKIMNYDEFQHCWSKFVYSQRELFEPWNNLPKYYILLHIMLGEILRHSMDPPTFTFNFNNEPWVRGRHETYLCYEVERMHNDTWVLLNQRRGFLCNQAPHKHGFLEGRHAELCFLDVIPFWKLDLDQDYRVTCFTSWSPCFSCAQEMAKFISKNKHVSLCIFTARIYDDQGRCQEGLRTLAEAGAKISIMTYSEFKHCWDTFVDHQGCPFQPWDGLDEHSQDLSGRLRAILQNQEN
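HeLa cells stably expressing Vif and C-terminally eYFP-tagged A3G, seeded overnight at 37 deg C, then exposed to compound by pintool overnight at 37 deg C. Rise in yellow fluorescence (Ex 488/Em 500-530, Acumen) marks blocked Vif-driven A3G degradation.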
Vif-A3F inh = blocks the Vif interaction with APOBEC3F. HeLa A3F-eYFP + Vif (tagged APOBEC3F with the HIV-1 protein that degrades it), YFP fluorescence increase. Potency, µM (doses to about 46.1 µM), for inactives: top-dose activity, negative = active. 0.2% of 390,000 active. AID 602313; note: potency is the fitted concentration of half-maximal effect; % of control where 0% means no effect; nearly all actives have a fitted effect of over 65% in size
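Fluorescence increase (Ex 488/Em 500-530) after overnight compound treatment at 37 deg C flags inhibition of Vif-driven A3F-eYFP loss in stable HeLa A3F-eYFP/Vif cells seeded overnight beforehand.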
RGS4 inhibitor = human RGS4 inhibition | Transcreener GDP fluorescence polarization, RGS4-accelerated GTP hydrolysis | Potency, µM (doses to about 114 µM), without a hit: top-dose activity change, negative = inhibition, hits mostly inhibitors | P49798 | 0.039% of 390,000 active; note: potency is the fitted concentration of half-maximal effect; % is set by controls: 0 for no effect and ±100 for the full control effect; nearly all actives have a fitted effect of over 75% in size; some results filed as inactive show a strong effect at the top dose
Target sequence (P49798 whole entry, looked up): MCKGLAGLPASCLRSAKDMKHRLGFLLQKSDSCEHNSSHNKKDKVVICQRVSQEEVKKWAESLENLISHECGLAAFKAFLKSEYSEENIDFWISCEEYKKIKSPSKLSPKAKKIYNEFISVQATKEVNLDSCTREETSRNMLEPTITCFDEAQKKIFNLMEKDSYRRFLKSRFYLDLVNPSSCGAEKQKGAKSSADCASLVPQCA
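MLSMR compounds (23 nl, pin-transferred) preincubated 10 min at room temperature with a 500nM (2x) first reagent, then RGS4 at 900nM (2x) plus Transcreener GDP mix added; fluorescence polarization (620/688 nm) read before and after 90 min at 30 °C.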
GRP78 ERSR act = ER stress response induction in glioma | 0.02% of 420,000 active | U87-MG GRP78 promoter luciferase reporter, 16 h | AID 602332 | Potency, µM, for inactives: top-dose activation, usual class: activators; note: potency is the fitted concentration of half-maximal effect; series mostly up to about 76 µM; % of control where 0% means no effect; nearly all actives have a fitted effect of over 35% in size
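ERSR induction read as luciferase luminescence (Bright-Glo, 10 min at room temperature) in stably transfected human U87-MG glioma cells exposed to compounds for 16 h, using GRP78 as sensor.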
D2 antag = antagonizes the human D2 dopamine receptor; 2% of 340,000 active; P14416; HEK293 TREx D2 cells, calcium flux, dopamine EC80; AID 485344; inhibition, % at 10 µM; in the data active = inhibition above about 30%; note: 0% is about no effect
Target sequence (P14416 whole entry, looked up): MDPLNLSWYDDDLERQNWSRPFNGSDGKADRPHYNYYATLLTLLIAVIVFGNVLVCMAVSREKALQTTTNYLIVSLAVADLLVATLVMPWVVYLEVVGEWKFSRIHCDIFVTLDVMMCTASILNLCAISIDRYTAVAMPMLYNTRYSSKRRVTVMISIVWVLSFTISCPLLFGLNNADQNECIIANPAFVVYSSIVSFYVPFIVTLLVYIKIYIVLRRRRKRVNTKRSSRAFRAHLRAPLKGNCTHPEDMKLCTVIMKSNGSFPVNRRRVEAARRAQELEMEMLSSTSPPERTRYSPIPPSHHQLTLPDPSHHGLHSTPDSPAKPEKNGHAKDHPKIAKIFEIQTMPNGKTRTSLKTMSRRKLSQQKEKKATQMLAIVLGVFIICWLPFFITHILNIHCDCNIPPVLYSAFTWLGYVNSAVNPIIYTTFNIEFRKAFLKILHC
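Tetracycline-induced HEK293 T-REx cells expressing D2 force-coupled to calcium signalling were dye-loaded, exposed to compound for 180 s, then challenged with an EC80 of dopamine; calcium flux was followed kinetically for a further 180 s.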
ALOX12 inh = inhibitors of human 12S-lipoxygenase ALOX12; Potency, µM (titrated, usually from 108 µM), for the others: at the top dose activity change, negative = inhibition, most hits filed as inhibitors; AID 1671190; P18054; 1.1% of 580,000 active; purified 12hLO, xylenol orange hydroperoxide absorbance; note: potency is the fitted concentration of half-maximal effect; % is set by controls: 0 for no effect and ±100 for the full control effect
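Purified human 12hLO at 150 nM in 25 mM Hepes, 0.01% Triton X-100, pH 7.0, preincubated 15 min at room temperature with compound. Reaction started with 40 uM arachidonic acid, 30 min at room temperature. Hydroperoxide measured by Fe-xylenol orange, 573/405 nm absorbance ratio.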
D2 ag = D2 dopamine receptor (human) agonism; AID 485358; P14416; activation, % at 2 µM; 0.53% of 340,000 active; HEK293 T-REx D2 cells, calcium flux agonist mode;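 active = activation over 3 SD above normal in the single-dose calcium agonist read, cut at about 30% in these data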; note: 0% is about no effect
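Agonism scored from kinetic calcium signal (1 read/sec, 180 s) following compound pin transfer, after a 10 s baseline. Cells: HEK293 Trex line expressing inducible D2 receptor coupled to calcium, dye-loaded after overnight culture at 30 C.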
LDHA inh = inhibitors of human lactate dehydrogenase A | purified LDHA, NADH/diaphorase-resazurin fluorescence; active compounds read low | activity change, % (values are at about 110 or 230 µM) | 0.15% of 480,000 active | AID 1347041; in the data active = activity change below about -30%; inconclusive = mostly about -25% to -30%;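 note: plate controls were DMSO wells for no effect and wells without enzyme for full effect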
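Resorufin fluorescence (ex540/em590), read at 0 and 20 min after diaphorase/resazurin addition, reports the NADH left after a 5 min room-temperature reaction of 2 nM human LDH5 with 0.06 mM NADH and 0.2 mM pyruvate.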
An asterisk follows results filed as active; i = inactive; ? = inconclusive; . = not tested or not shown; & = joins results of further samples; [ ] = another dose, or the depositor's remark. Unless noted, calls come from the whole dose curve; as a rule, active = well fitted curve in the direction sought with a large enough effect; inconclusive = small, poorly fitted or top-dose-only effect, or another doubt; inactive = no such curve, though single readings can be large; an effect the other way counts as inactive or inconclusive.

SMILES | ERG Ets-DNA blk | Vif-A3G inh | Vif-A3F inh | RGS4 inhibitor | GRP78 ERSR act | D2 antag | ALOX12 inh | D2 ag | LDHA inh
CN(CC(=O)N1CC=C(c2ccccc2)CC1)S(=O)(=O)c1ccc2c(c1)c(=O)n(C)c(=O)n2C | 4% | -3% | 0% | -17% | 3% | 31* | -14% | -1.0 | 5
CC1(C(=O)NS(=O)(=O)c2cccs2)CCN1C(=O)CCc1ccc(Cl)cc1Cl (stereo not given) | . | -3% | . | . | -7% | . | ? | . | -8
COCCn1nnnc1C(c1ccccc1OC)N1CCN(C(=O)c2ccco2)CC1 (stereo not given) | 5% | 0% | -3% | 7% | -5% | 13 | ? | 0.1 | 0
NC(=O)C1(N2CCCCC2)CCN(C(=O)c2cccn3c(=O)c4cc(Cl)ccc4nc23)CC1 | 0% | -7% | -29% | -39% | -6% | -24 | -19% | 0.4 | 0
CCc1ccc(/C=N/NC(=O)c2cc(-c3ccncc3)nc3ccccc23)s1 | -3% | ? | -6% | ? | -3% | -11 | -12% | -1.3 | -10
CCOC(=O)CN1C(=O)C(=O)N(Cc2c(C)cc(C)cc2C)C1=O | 16% | 0% | -2% | -10% | -2% | 15 | -20% | -0.3 | -2
Cc1cccc(NC(=O)N2CCN(C(=O)c3nsc4ccccc34)CC2)c1C | 0% | 1% | 0% | 16% | -2% | . | -14% | . | -9
CC1=NN(C(=O)c2ccc(C)o2)C(O)(c2ccccc2)C1 (stereo not given) | 10% | 3% | 7% | -5% | 2% | 4 | 13% | 0.3 | -8
O=C(CCCn1c(=S)[nH]c2cc3c(cc2c1=O)OCO3)NC1CC1 | -2% | 1% | -4% | -7% | 1% | -3 | -18% | 0.4 | -2
O=C(NCc1ccccc1)c1nc[nH]c1C(=O)NCc1ccccc1 | 2% | -6% | -9% | 19% | -2% | -2 | i | 0.4 | 0
Cn1ncc(Br)c1NC(=O)c1cc(Cl)cc(Cl)c1 | -9% | 1% | 8% | -33% | -4% | 9 | . | 0.0 | -4
COC(=O)c1ccc(OCc2nc(N)nc(N3CCOCC3)n2)cc1 | -4% | 1% | 4% | -11% | -2% | 2 | 54%[activator] | 0.7 | -7
CCOc1ccc(N2CC(C(=O)NCCCc3ccccc3)CC2=O)cc1 (stereo not given) | 6% | -3% | -20% | 6% | -6% | -10 | -23% | -1.1 | 2
CCCCn1c2nc3ccccc3nc2c2c(=O)n(CCC)cnc21 | -5% | 0% | 0% | 5% | -2% | 1 | 139%[activator] | 0.3 | -11
CCN(CC)CCOC(=O)c1ccc(N/C=C(/C#N)c2nc(-c3ccc(OC)cc3)cs2)cc1 | 21% | 1% | -9% | ? | -6% | 6 | ? | 0.4 | -8
COc1ccc(CNC(=O)CCSCc2ccccc2Cl)c(OC)c1 | -11% | -4% | 2% | -5% | -3% | -3 | -18% | 1.4 | -6
O=C(COC(=O)CNC(=O)C1CCCCC1)NC1CC1 | . | 0% | . | 1% | -4% | . | . | . | 3
O=C(O)CSc1cc(C(=O)c2ccccc2O)cn2c(=O)c3c(-c4ccccc4)csc3nc12 | 92%[activator] | 0% | -5% | -50% | 6% | 2 | ? | 2.0 | -8
O=C(c1cc(-c2ccccc2O)on1)N1CCOCC1 | 0% | -2% | -25% | -13% | -3% | -22 | 1% | 0.2 | -9
Cc1ccc2[nH]c(=O)c3cc(C(=O)N(CCCOC(C)C)Cc4ccco4)sc3c2c1 | -1%&0% | -6%&-3% | 6%&-19% | -18%&-19% | -3%&-8% | 10 | ? | 0.3 | -5&3
COc1ccc(NC(=O)[C@H](C)NC(N)=O)cc1S(=O)(=O)Nc1cc(C)ccc1Br | -8% | 0% | -12% | 8% | -4% | -7 | -3% | 1.2 | -4
O=C(NC1CCCCC1)C1CN(S(=O)(=O)c2ccccc2)CCN1S(=O)(=O)c1ccccc1 (stereo not given) | 1% | -14% | -14% | -16% | -1% | 12 | 0% | 0.2 | -7
CC1Oc2ccccc2C=C1/C=N/NC(=O)c1ccncc1 (stereo not given) | -7% | 0% | -18% | -8% | 1% | 1 | 61%[activator] | 0.8 | 1
CC1(C)CC(=O)C=C(c2ccc3ccccc3c2)C1 | -2% | -4% | 2% | -42% | 3% | . | -5% | . | -4
CCn1c(SCC(=O)N2CCN(c3ccc(Cl)cc3)CC2)nc2ccccc2c1=O | -7% | 2%&1% | ? | ? | -2%&-1% | 12 | ? | -1.2 | ?
CCCCC(=O)Nc1cnc(NC(=O)c2ccco2)cc1C | 7% | 1% | 6% | -8% | 2% | 22 | 12% | 1.2 | -6
CCOCCc1nnc(NC(=O)CCS(=O)(=O)c2ccccc2)s1 | -11% | -14% | -4% | -15% | -6% | -10 | -8% | -0.1 | -7
CCOC(=O)CNC(=O)CSc1nnc(-c2ccccc2)n1Cc1ccco1 | 6% | -1% | 2% | -20% | -2% | -12 | -17% | 1.0 | -4
O=C1c2ccccc2C(=O)N1CC1=NCCc2ccccc21 | 1% | -1% | 2% | -23% | 3% | -28 | -3% | 0.7 | 16
O=c1c2cc(N3CCOCC3)ccc2[nH]c(=S)n1CC1CCCO1 (stereo not given) | 5% | -7% | -9% | 1% | 1% | 6 | 0% | 0.3 | 17
CC(=O)Nc1ccc(C2=NNC(=Nc3ccc(S(=O)(=O)N4CCOCC4)cc3)SC2)cc1 | 40%[activator] | 1% | 3% | -28% | -2% | 43* | -21% | -1.0 | -17
COc1ccc(Cl)cc1NC(=S)NCc1ccc(S(N)(=O)=O)cc1 | 8% | -1% | 4% | -6% | -2% | -27 | -23% | 1.1 | -4
CC(C)CNc1nc(N)c([N+](=O)[O-])c(N2CCCCCC2)n1 | 10% | 3% | 12% | -8% | -3% | 20 | ? | 0.0 | 2
O=Nc1c(O)[nH]c2ccc(Cl)c(Cl)c12 | -1% | -14% | 11% | -7% | -5% | . | ? | . | 19
O=C(Cc1ccc(O)cc1)NC1CCCCCC1 | -8% | 0% | 1% | 16% | -1% | -19 | 3% | -2.2 | -4
COc1ccc(NC(=O)Nc2nc(C(N)CC(C)C)cs2)cc1 (stereo not given) | . | -1% | . | . | -3% | . | 4% | . | -4
O=C(NCc1ccc(F)cc1)C1CCC(CNc2c(N3CCOCC3)c(=O)c2=O)CC1 (stereo not given) | 0% | 1% | 0% | -5% | -1% | -6 | 1% | 0.4 | -4
COc1cccc(-n2nc(-c3ccnn3-c3ccccc3)c(=O)n(C)c2=O)c1 | 3% | -9% | -8% | ? | 3% | -9 | 0% | 0.6 | -7
CC(C)CC1NC(C(=O)O)Cc2c1[nH]c1ccccc21 (stereo not given) | -5% | 0% | 5% | -19% | -4% | 9 | 96%[activator] | 2.9 | 1
Cc1c(OC(C)C(=O)N[C@H](C(=O)O)c2ccccc2)ccc2c3c(c(=O)oc12)CCCC3 (stereo not given in full) | -9% | 1% | 1% | 0% | -2% | -4 | 22% | 0.5 | 4

Three compounds from above, sorted by their value in ERG Ets-DNA blk, falling:
structure,ERG Ets-DNA blk,RGS4 inhibitor,GRP78 ERSR act,D2 antag,ALOX12 inh,LDHA inh
O=c1c2cc(N3CCOCC3)ccc2[nH]c(=S)n1CC1CCCO1 (stereo not given),5%,1%,1%,6,0%,17
COc1ccc(NC(=O)[C@H](C)NC(N)=O)cc1S(=O)(=O)Nc1cc(C)ccc1Br,-8%,8%,-4%,-7,-3%,-4
CCOCCc1nnc(NC(=O)CCS(=O)(=O)c2ccccc2)s1,-11%,-15%,-6%,-10,-8%,-7

Additional compounds.
SMILES | ERG Ets-DNA blk | Vif-A3G inh | Vif-A3F inh | RGS4 inhibitor | GRP78 ERSR act | D2 antag | ALOX12 inh | D2 ag | LDHA inh
COc1ccc(/C=C/c2nc3ccccc3c(=O)n2-c2cccc(C(F)(F)F)c2)cc1 | -2% | -27% | -10% | -12% | -5% | . | 2% | 1.0 | -14
CCN(CC(=O)Nc1ccccc1C(F)(F)F)C(=O)c1cc2c(s1)CCCCC2 | 5% | -2% | 7% | 0% | -1% | 7 | -17% | -0.4 | -5
Cc1c(C(=O)OC(C)C(=O)N(C)Cc2ccccc2)oc2ccccc12 (stereo not given) | -2% | -18% | 2% | -12% | 2% | . | ? | . | -1
O=C(CCCN1CCc2[nH]c3ccc(F)cc3c2C1)c1ccc(F)cc1 | 0% | -10% | -26% | -7% | -9% | 93* | -134% | 0.3 | -10
CCN(CC)S(=O)(=O)c1cccc(-c2nnc(SCCOc3ccc(Cl)cc3)o2)c1 | 1% | 1% | -1% | -19% | -4% | . | -1% | . | 2
CNCCCOc1cccc(OC(C)C)c1 | -11% | 2% | -1% | -9% | -1% | . | ? | . | -21
N#Cc1ccc(C(=O)N(Cc2ccccc2)c2ccccc2)cc1 | 1% | 1% | 1% | 4% | -3% | 4 | 0% | -0.5 | -5
Cn1c(=O)c(-[n+]2ccccc2)c([O-])c2ccccc21 | -2% | 2% | 0% | -18% | -4% | -17 | 1% | 1.0 | -2
Cc1ccccc1OCCN1C(=O)c2ccccc2C1=O | . | 2% | -2% | 0% | 12% | -15 | -2% | -0.4 | 1
CC1(C(=O)NS(=O)(=O)c2ccccc2Cl)CCN1C(=O)c1ccco1 (stereo not given) | . | 0% | . | . | -1% | . | -7% | . | -8
CCCn1c(NCc2ccc3c(c2)OCO3)nc2ccccc21 | -3% | -2% | 5% | 1% | 5% | 17 | -27% | -0.6 | -4
CN(C)S(=O)(=O)c1cccc(C(=O)OCC(=O)NCc2ccccc2)c1 | -10% | 1% | 2% | -36% | -1% | . | 0% | . | -4

High-throughput results (PubChem)

An excerpt (hit frequency here may not be typical).
